Screening results as filed in PubChem.
Arrestin-AP2 inh = human beta-arrestin and AP2 interaction inhibition; FITC-arrestin peptide / GST-AP2 beads, flow cytometry; AP2 beta2 appendage carries R879A mutation; inhibition, % at 10 µM; hit rate 0.31% among 340,000; AID 504490;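 active means inhibition above a set limit, near 3 SD of compounds lacking own fluorescence, cut at about 54% in these data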;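 further: plate controls were DMSO wells for no effect and 5 µM unlabelled arrestin peptide for full effect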
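Assay system: GST-AP2 R879A bound to glutathione beads, E. coli-expressed; Medium: PBS with 0.05% Tween 20 and 0.1% BSA; Also added: fluorescein-tagged arrestin peptide at 50 nM final; Timing: 12 min plus 1 h, RT; Measured by: flow cytometry, FL1 (488/535 nm); Evaluation: percent drop in bead-associated FITC signal.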
SR-BI DiI-HDL act = activators of SR-BI mediated HDL lipid uptake; CHO ldlA[mSR-BI] cells, DiI-HDL uptake fluorescence, 3 h; 100 = double the neutral-control signal; activation, % at 12.5 µM; AID 504775; hit rate 0.096% among 320,000;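 active means mean replicate activation of at least 60% and every replicate at or above 60%; inconclusive means mean or all-replicate condition met, but not both; inactive means mean below 60% and not all replicates reaching 60%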;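 further: 0% = median plate neutral-control signal and 100% = twice that signal; values of inactives mirror those of a sister screen read the other way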
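material = CHO ldlA[mSR-BI] cells | medium = Ham's F12 with 0.5% BSA, HEPES 25 mM, pH 7.4 | reagent = fluorescent DiI-HDL, 10 µg/mL final | compound dosing = single-point compound dose | incubation = 3 h, 37 °C | measured by = bottom-read fluorescence, 550/595 nm | measure = HDL uptake via cellular fluorescence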
C-LANA FP = blocks KSHV LANA C-terminal domain binding to DNA. inhibition, % at 9 µM. hit rate 0.078% among 340,000. MBP-C-LANA/FAM-LBS DNA binding, fluorescence polarization;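 active means highest replicate inhibition at or above 60% at 9 µM, even if other replicates fall short; inactive means all replicates below 60% inhibition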;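 further: 0% = neutral control wells and 100% = 4 µM acridine orange control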
NSD2 HMT inh = blocks human histone methyltransferase NSD2; NSD2 peptide methylation, AlphaScreen, 120 min; inhibition, % at 12.5 µM; hit rate 0.54% among 310,000; AID 743445; in the data active means inhibition above about 50%
DAGLB inhibitor = blocks human DAGLB lipase activity | Q8NCG7 | HEK293T DAGLB membrane lysate, EnzChek fluorogenic substrate | inhibition, % at 5.17 µM | hit rate 0.059% among 340,000 | AID 504411; in the data active means inhibition above about 34%;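 further: 0% = enzyme with vehicle and 100% = wells lacking enzyme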
Keap1 Nrf2 FP = inhibitors of human Keap1-Nrf2 protein-protein interaction; Keap1 Kelch-Nrf2 peptide fluorescence polarization, 1536-well; inhibition, % at 9.4 µM; hit rate 0.15% among 340,000; in the data active means inhibition above about 12%; inconclusive means no clear call, values can overlap the other calls; inactive means below about 7.3%;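 further: human Keap1 Kelch domain with fluorescein labeled Nrf2 9mer peptide probe; 0% = neutral control wells and 100% = peptide positive control; higher means more block of Keap1 binding to Nrf2 peptide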
PvdQ inh = blocks Pseudomonas aeruginosa PvdQ acylase activity; inhibition, % at 10 µM; purified PvdQ acylase, fluorescence plate reader; AID 488965; hit rate 0.063% among 340,000; in the data active means inhibition above about 30%, passing the limit was not always enough; inconclusive means no clear call, values can overlap the other calls;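 further: 0% = vehicle neutral wells and 100% = reference inhibitor wells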
PKA-R2B activ = activates the human PKA-R2B holoenzyme complex. hit rate 0.079% among 340,000. activation, % at 11.4 µM. PKA-R2B holoenzyme dissociation, Cy5-IP20 fluorescence polarization; R2B truncated from residue 108, S112A mutant; 0% DMSO only, 100% 113 µM cGMP;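 active means activation above a cutoff set at the mean over all compounds plus 3 SD, cut at about 18% in these data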;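 further: higher means more holoenzyme dissociation and a rise in polarization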
Target sequence (P31323 whole entry, looked up, other chains not shown, the tested form may be a part): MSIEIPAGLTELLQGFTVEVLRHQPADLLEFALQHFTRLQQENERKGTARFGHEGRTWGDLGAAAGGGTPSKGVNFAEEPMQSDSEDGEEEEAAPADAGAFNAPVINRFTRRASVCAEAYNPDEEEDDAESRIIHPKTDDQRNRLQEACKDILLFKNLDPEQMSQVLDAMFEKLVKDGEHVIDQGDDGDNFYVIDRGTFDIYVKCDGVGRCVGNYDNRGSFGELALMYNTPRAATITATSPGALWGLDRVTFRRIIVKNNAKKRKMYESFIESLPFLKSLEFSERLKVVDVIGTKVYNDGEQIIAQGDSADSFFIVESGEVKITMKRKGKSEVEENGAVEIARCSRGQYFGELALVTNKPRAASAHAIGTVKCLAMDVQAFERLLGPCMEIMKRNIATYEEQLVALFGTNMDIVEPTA
SR-BI HDL uptake = inhibitors of mouse SR-BI mediated HDL lipid uptake | Q61009 | ldlA[mSR-BI] CHO cells, DiI-HDL uptake fluorescence, 3 h | inhibition, % at 12.5 µM | hit rate 0.96% among 320,000 | AID 488896;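 active means mean replicate inhibition of at least 70% and a set share of replicates each scoring 70 or more; inconclusive means meets just one of the two criteria; inactive means fails both criteria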;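 further: 0% = median of neutral control wells and 100% = median of positive control wells; values of inactives mirror those of a sister screen read the other way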
Target sequence (Q61009 whole entry, looked up): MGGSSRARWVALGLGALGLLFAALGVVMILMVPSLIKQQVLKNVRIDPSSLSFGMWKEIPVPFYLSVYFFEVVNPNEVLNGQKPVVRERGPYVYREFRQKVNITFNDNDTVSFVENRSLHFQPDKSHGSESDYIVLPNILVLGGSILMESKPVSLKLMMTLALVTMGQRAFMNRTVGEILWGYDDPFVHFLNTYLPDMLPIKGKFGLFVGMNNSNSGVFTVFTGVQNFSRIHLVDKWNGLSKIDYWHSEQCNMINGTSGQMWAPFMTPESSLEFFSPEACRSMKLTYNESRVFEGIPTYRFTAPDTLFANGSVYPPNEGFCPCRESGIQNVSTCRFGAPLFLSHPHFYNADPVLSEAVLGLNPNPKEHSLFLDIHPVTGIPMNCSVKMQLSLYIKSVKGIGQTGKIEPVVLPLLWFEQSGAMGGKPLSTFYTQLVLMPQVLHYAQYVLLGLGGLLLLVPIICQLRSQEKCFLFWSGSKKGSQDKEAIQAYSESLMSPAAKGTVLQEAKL
RTF Ca sens inh = cardiac RTF calcium desensitization; IANBD-labeled cardiac RTF, Ca2+ fluorescence; inhibition, % at 7.15 µM; hit rate 0.12% among 340,000; P19429+P45379;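 active means inhibition above the mean inhibition of all tested compounds plus 3 SD, cut at about 17% in these data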;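 further: assay run at fixed EC70 calcium of 1.6 mM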
Active calls of the source: *; i = inactive; ? = inconclusive; · = not tested or not shown.

SMILES	Arrestin-AP2 inh	SR-BI DiI-HDL act	C-LANA FP	NSD2 HMT inh	DAGLB inhibitor	Keap1 Nrf2 FP	PvdQ inh	PKA-R2B activ	SR-BI HDL uptake	RTF Ca sens inh
Cn1c(CSc2ncccn2)nnc1SCC(=O)N1CCCC1	19	3	-0.2	4	1	-6	5	-2	-3	3
COc1ccc(OC(=O)CCc2c[nH]c3ccccc23)cc1	18	21	0.1	2	-4	2	1	-5	-21	15
Cc1ccc(C)c(N2CCN(S(=O)(=O)c3c(C)[nH]c(C)c3C(=O)N3CCCCC3)CC2)c1	-3	-10	0.0	4	0	-2	-8	1	10	-3
CC(C)CCNC(=O)C1CCN(S(=O)(=O)c2ccc3c(c2)CC(C)N3C(=O)C2CCC2)CC1 (stereo not drawn)	38	14	-1.3	4	-2	-3	1	3	-14	-5
COc1ccc(N2CC(NC(=O)c3ccc4ccccc4c3)CC2=O)cc1OC (stereo not drawn)	-7	17	-1.8	-1	1	3	-14	4	-17	4
CCSc1nc2c(c(=O)n1Cc1ccccc1)SC(C)C2 (stereo not drawn)	35	-9	0.0	3	-7	-3	5	3	9	1
Cc1ccc2c(CSc3nc4ccccc4c(=O)n3CCCO)cc(=O)oc2c1	0	·	0.0	-4	0	-2	-8	-11	·	-2
Cc1cc(C)cc(OCC(=O)Nc2ccc3c(c2)OCO3)c1	42	4	1.3	-3	-14	1	8	-6	-4	-1
NS(=O)(=O)c1ccc(NC(=O)COC(=O)c2cnc(Cl)c(Cl)c2)cc1	-7	·	-2.0	-6	0	-5	-11	0	·	-16
COc1ccc(N(CC(=O)NCc2ccccc2OC)S(=O)(=O)c2ccc(C)cc2)cc1Cl	-1	12	3.5	-1	-15	-2	-12	0	-12	-2
O=C(CCc1ccccc1)Nc1ccc2c(c1)C(=O)OC2	30	-2	0.5	0	2	0	-5	17	2	-4
O=C(COC(=O)Cc1c(Cl)cccc1Cl)Nc1ccc(OC(F)(F)F)cc1	21	·	-0.7	-1	-19	1	-7	-15	·	6
Cc1ccc(S(=O)(=O)N2CC(C)N(C(=O)N3CCOCC3)C2C)cc1 (stereo not drawn)	5	6	1.4	45	2	-1	-6	5	-6	17
Nn1c(Cc2ccccc2F)nnc1SCC(=O)Nc1cccc(S(=O)(=O)NC2=NCCCCC2)c1	2	13	0.7	-5	2	-1	-3	3	-13	2
CC1C(=O)N2CCCc3cc(NC(=O)C(=O)NCCc4ccccc4)cc1c32 (stereo not drawn)	13	-71	1.1	3	-1	-2	10	-14	?	-4

Single records, as listed above. Screens in order: Arrestin-AP2 inh, SR-BI DiI-HDL act, C-LANA FP, NSD2 HMT inh, DAGLB inhibitor, Keap1 Nrf2 FP, PvdQ inh, PKA-R2B activ, SR-BI HDL uptake, RTF Ca sens inh
CCSc1nc2c(c(=O)n1Cc1ccccc1)SC(C)C2 (stereo not drawn) is entered as 35, -9, 0.0, 3, -7, -3, 5, 3, 9, 1
Cc1cc(C)cc(OCC(=O)Nc2ccc3c(c2)OCO3)c1 is entered as 42, 4, 1.3, -3, -14, 1, 8, -6, -4, -1

More results
SMILES	Arrestin-AP2 inh	SR-BI DiI-HDL act	C-LANA FP	NSD2 HMT inh	DAGLB inhibitor	Keap1 Nrf2 FP	PvdQ inh	PKA-R2B activ	SR-BI HDL uptake	RTF Ca sens inh
CCOC(=O)c1cnc(SCc2ccc(C)cc2)nc1N	-2	19	2.0	1	-9	0	-7	-7	-19	-33
CN(c1cnn(-c2ccccc2)c(=O)c1Cl)n1cccc1	21	-14	2.8	-2	-2	3	-5	5	14	-9
CC/C(=N\NC(=O)CNC(=O)/C=C/c1ccco1)c1ccccc1	3	·	2.5	2	2	0	-2	6	-42	4
COc1ccc(Cl)cc1NC(=O)CN(C)CC(=O)NCc1ccc(F)cc1	-3	-37	0.4	0	0	-2	-1	-4	37	-2
Cc1ccc(NC(=O)CN2c3cccc4cccc(c34)S2(=O)=O)cc1S(=O)(=O)N1CCOCC1	1	-20	0.5	0	-1	0	-13	-9	20	-24
Cc1ccc(NCc2nnc(SCC(=O)NCc3ccco3)n2CC2CCCO2)c(C)c1 (stereo not drawn)	-10	-9	2.1	0	2	2	-8	4	9	-9
COc1cccc(-c2ccc(SCC(=O)c3ccccc3)nn2)c1	10	-9	-1.9	-6	-5	-5	-12	7	9	-9
OC1(c2cccc(C(F)(F)F)c2)CCNCC1	5	46	0.5	·	0	-2	-12	-8	-46	-4
CC1CCN(C(CNS(=O)(=O)c2ccccc2)c2ccccc2)CC1 (stereo not drawn)	4	19	-1.3	1	-2	1	16	4	-19	-1
O=C(O)CCC(=O)N1N=C(c2ccc(Br)cc2)CC1c1cccc(Br)c1 (stereo not drawn)	8	14	-1.1	-1	3	-3	-4	-1	-14	-14
O=C(CN1CCC(NC(=O)c2cccc(F)c2)CC1)Nc1ccc(Br)cc1	-20	-12	0.0	-3	-1	1	-5	-12	12	-6
O=C(CNc1ccc(F)cc1)c1ccccc1	19	4	-2.7	2	0	-4	-5	-1	-4	-10
COC(=O)Cn1c(=O)n(CCc2ccccc2)c(=O)c2c3c(sc21)CCCC3	2	-32	1.5	-1	-7	-5	-1	-10	32	1
COc1ccc(CN(C(=O)c2snc(C(N)=O)c2N)C(CC(C)C)C(=O)NC2CCCCC2)cc1 (stereo not drawn)	35	·	0.3	-3	-1	3	15	-2	·	-15
COc1cc(/C=N/NC(=O)c2cc[n+]([O-])cc2)ccc1O	-8	·	-1.5	6	3	-6	-10	-9	·	-1
Cc1ccc(Cn2nnnc2CN2CCC(O)(c3ccccc3F)CC2)cc1	7	8	0.5	-1	1	-1	0	15	-8	-25
CN(C)C(=O)c1c2c(nc3ccccc13)CCCC2	15	-25	·	-4	-1	·	-18	-7	25	-14
O=C(c1ccccc1NS(=O)(=O)c1ccc(Br)s1)N1CCCC1	39	-2	6.9	-2	1	6	4	-6	2	-2
CCOC(=O)c1c(-c2ccccc2)csc1NC(=O)CSc1nncs1	2	-36	-0.9	-1	-5	-7	-9	0	36	-12
CN(C)S(=O)(=O)Nc1ccc2c(c1)Cc1ccccc1-2	12	5	-2.9	-1	0	-6	-15	-4	-5	1
Cc1c(Cl)cccc1NC(=O)CSc1nnc(C)n1-c1ccccc1	-13	-12	0.1	-1	3	-2	-4	-4	12	1
COc1ccc(-c2cc(=O)c(C(=O)c3ccc(C)cc3)n[nH]2)cc1	-16	15	-2.5	-2	-3	-4	-16	-8	-15	-10
O=C(/C=C/c1cnc2ccccc2n1)NC12CC3CC(CC(C3)C1)C2	17	-19	1.2	5	-1	1	8	0	19	3
Cc1cc(C)n(C(=O)CCCn2cc([N+](=O)[O-])cn2)n1	25	9	0.4	-4	0	-4	11	-7	-9	4
O=C(CC(=O)c1ccccc1)Nc1cccnc1Cl	8	-33	-1.7	1	2	-4	-8	9	33	-20
CC1CC(=O)N(CCc2ccccc2)C(=O)C1	1	10	0.1	26	-3	0	-2	-1	-10	-2
Cc1ccc2nc(-c3ccc(SCC(=O)Nc4nnc(C)s4)nc3)[nH]c2c1	0	-2	0.7	·	-2	-3	-3	10	2	-4
Cc1oc(-c2ccccc2F)nc1CS(=O)CC(=O)NC1CCCC1 (stereo not drawn)	14	-85	0.8	5	1	-6	-7	3	85*	3
Cn1c(NN)nc2c1c(=O)n(Cc1ccccc1)c(=O)n2C	1	-18	7.3	2	1	3	16	0	18	-7
COc1ccc(NS(=O)(=O)c2ccc(C)c(C(=O)N(C)Cc3ccc(OC)cc3OC)c2)cc1	1	-3	29	-15	1	-5	-11	2	3	-13
CC(=O)Nc1ccc(NC(=O)C(C)Sc2n[nH]c(-c3ccc(C)cc3)n2)cc1 (stereo not drawn)	15	-13	-1.7	-1	-1	0	-4	3	13	-7
O=C(O)CCC(=O)CCC(=O)c1ccccc1	2	10	1.1	-1	3	3	-11	7	-10	-13
O=C(CCl)Nc1ccc(Oc2cnc3ccccc3n2)cc1	5	3	0.9	-1	-3	-1	-13	7	-3	-4
O=C1c2ccccc2-c2onc3ccc(NCc4ccco4)c1c23	40	-70	64	·	-129	19*	6	-20	70	i
COc1ccccc1OCc1nc(-c2cccc([N+](=O)[O-])c2)no1	-18	2	-1.6	3	-8	-1	-14	3	-2	2
NC(=O)CCNC(=O)c1ccc(Cl)cc1	1	-7	0.1	2	-3	4	-10	-4	7	-10
N#Cc1c(NC(=O)CSc2nnc(-c3ccccc3)o2)sc2c1CCCC2	22	20	1.3	1	2	2	-1	1	-20	-1
CC(=O)Nc1c(NCC(C)C)c2ccccc2oc1=O	-5	4	0.1	1	-2	-2	-7	-1	-4	5
CN1CCN(c2ccc(C(=O)c3cn(-c4ccc(F)c(Cl)c4)nn3)cc2)CC1	24	·	0.3	0	1	-1	14	-2	·	-3
Cc1ccc(/C=C2/Sc3ccc(C(=O)N4CCN(c5ccccn5)CC4)cc3NC2=O)cc1	-6	16	3.2	0	0	1	-16	-5	-16	7
Nc1[nH]n(-c2ccccc2)c(=O)c1N=Nc1ccccc1	7	·	-1.1	9	19	5	-4	-6	·	6
Cc1sc2ncnc(N3CCC(C(=O)N(C)CC(=O)Nc4ccccc4Br)CC3)c2c1C	-6	-37	-0.8	0	2	2	-10	2	37	0
CCCCc1nnc(NC(=O)CSc2nc(O)c(Cc3ccccc3)c(=O)[nH]2)s1	13	10	0.7	13	-1	0	20	-3	-10	6
CCOC(=O)c1[nH]cnc1C(=O)NC1CCCCC1	-7	-4	-1.6	-1	0	-2	-13	3	4	-1
Cc1ccc(O)c(-c2cc(C(=O)Nc3c(C)n(C)n(-c4ccccc4)c3=O)[nH]n2)c1	39	25	0.8	-3	1	-5	-1	9	-25	-10
O=C(Cn1c(=O)oc2ccccc21)Nc1ccc2c(c1)OCCO2	1	28	0.9	-3	-1	-4	2	-8	-28	-16
CCc1ccc(N(CC(=O)NC(C)(C)C)C(=O)CCC(=O)Nc2ccccn2)cc1	-19	10	-0.4	-1	-1	-5	-13	4	-10	2
COc1cccc(NC(=O)CN(C)C(=O)c2cc(S(=O)(=O)N3CCCCCC3)ccc2OC)c1	-17	-14	-2.2	0	0	-5	-12	4	14	2
C[C@H](CO)N1C[C@H](C)[C@@H](CN(C)C(=O)NC2CCCCC2)Oc2ccc(NS(=O)(=O)c3ccccc3)cc2C1=O	-11	22	4.1	·	-1	1	-1	3	-22	-1
COc1cc(CN(C)CC2CCCN(CCc3ccc(F)cc3)C2)c(Cl)cc1O (stereo not drawn)	13	21	0.2	2	0	-3	1	-8	-21	4
Cc1cccc(CC2CC(=O)N(c3ccccc3)C2=O)c1 (stereo not drawn)	6	33	0.9	-4	-1	-6	-10	-24	-33	-6
CCS(=O)(=O)N1CCC(C(=O)NCCc2ccccc2)CC1	-1	5	1.3	-3	-1	0	-3	2	-5	10
